Assay outcomes from PubChem.
PHOSPHO1 block – PubChem AID 1565 | Phosphoethanolamine/phosphocholine phosphatase (Homo sapiens), Q8TCT1 | recombinant PHOSPHO1, absorbance phosphatase assay | inhibition, % at 13.3 µM | 290,000 tested, 1.1% active; in the data active = inhibition above about 60%
Target sequence (Q8TCT1 whole entry, looked up): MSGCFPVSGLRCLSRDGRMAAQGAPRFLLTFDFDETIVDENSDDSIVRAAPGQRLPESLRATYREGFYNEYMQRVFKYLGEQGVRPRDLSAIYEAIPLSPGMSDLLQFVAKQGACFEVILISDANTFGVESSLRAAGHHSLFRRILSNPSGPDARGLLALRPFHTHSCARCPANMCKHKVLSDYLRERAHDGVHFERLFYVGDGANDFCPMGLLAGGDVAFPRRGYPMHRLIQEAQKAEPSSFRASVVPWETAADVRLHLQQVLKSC
FID counter – compounds displacing fluorescent DNA intercalator, primary screen, artefact control for HCV NS3 helicase inhibitor project, biochemical, FID fluorescence. 290,000 tested, 0.17% active. inhibition, % at 7.9 µM. AID 1845, 2009. DNA fluorescent intercalator displacement; in the data active = inhibition above about 37%;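 note: 0% = vehicle and 100% = reference compound; higher means more ethidium bromide displaced from hairpin DNA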
SUMO HTRF inh – inhibitors of in vitro SUMOylation cascade, primary screen, biochemical, HTRF, uHTS | inhibition, % at 35 µM | HTRF SUMOylation assay, SAE1/SAE2 + UBC9 | 290,000 tested, 0.36% active | SUMO-conjugating enzyme UBC9 (Homo sapiens), P63279 | AID 2006, 2009; in the data active = inhibition above about 50%, passing the limit was not always enough; note: strong numbers were not always called active
Target sequence (P63279 whole entry, looked up): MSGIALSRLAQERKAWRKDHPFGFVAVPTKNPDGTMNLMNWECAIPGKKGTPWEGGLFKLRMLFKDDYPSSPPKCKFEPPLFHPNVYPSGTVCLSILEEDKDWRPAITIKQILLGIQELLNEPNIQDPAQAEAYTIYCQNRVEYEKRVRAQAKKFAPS
IMP-1 inhibitor – IMP-1 metallo-beta-lactamase inhibitors, primary screen, biochemical, epi-absorbance readout, Pseudomonas aeruginosa enzyme; purified IMP-1, nitrocefin hydrolysis, epi-absorbance fluorescence; inhibition, % at 5.6 µM; 290,000 tested, 0.45% active;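 active = inhibition above the mean plus 3 SD of all compounds in the same screening run, cut at about 4.5% in these data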;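 note: 0% = IMP-1 with DMSO and 100% = DMSO wells lacking enzyme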
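System – purified recombinant IMP-1 beta-lactamase · Input – IMP-1 dispensed at 0.2 nM · Timing – 15 min preincubation plus 25 min reaction at 25 °C · Signal – Epi-absorbance fluorescence, 480 nm excitation, 530 nm emission · Measure – percent IMP-1 inhibition derived from blank-referenced optical density · Controls – Enzyme-plus-DMSO low control, enzyme-free DMSO high control · Replication – singlicate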
MEKK3 PB1 HTS – modulators of MEKK3-MEK5 PB1 binding, primary screen, biochemical, wildtype MEKK3, multiplex bead flow cytometry, Alexa488-MEK5. Mitogen-activated protein kinase kinase kinase 3 (Homo sapiens), Q99759. bead-based flow cytometry, Alexa488-MEK5 binding to MEKK3; actives lie on both sides; 0 = blocked by unlabeled MEK5, 100 = vehicle. binding response (% of control), % at 10 µM. 290,000 tested, 1.4% active. AID 1529, 2009;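 active = binding response more than 3 SD above or below the average of its plate-row segment, actives on both sides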;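 note: Alexa488 bead fluorescence after subtracting the streptavidin-only scavenger bead signal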
Target sequence (Q99759 whole entry, looked up): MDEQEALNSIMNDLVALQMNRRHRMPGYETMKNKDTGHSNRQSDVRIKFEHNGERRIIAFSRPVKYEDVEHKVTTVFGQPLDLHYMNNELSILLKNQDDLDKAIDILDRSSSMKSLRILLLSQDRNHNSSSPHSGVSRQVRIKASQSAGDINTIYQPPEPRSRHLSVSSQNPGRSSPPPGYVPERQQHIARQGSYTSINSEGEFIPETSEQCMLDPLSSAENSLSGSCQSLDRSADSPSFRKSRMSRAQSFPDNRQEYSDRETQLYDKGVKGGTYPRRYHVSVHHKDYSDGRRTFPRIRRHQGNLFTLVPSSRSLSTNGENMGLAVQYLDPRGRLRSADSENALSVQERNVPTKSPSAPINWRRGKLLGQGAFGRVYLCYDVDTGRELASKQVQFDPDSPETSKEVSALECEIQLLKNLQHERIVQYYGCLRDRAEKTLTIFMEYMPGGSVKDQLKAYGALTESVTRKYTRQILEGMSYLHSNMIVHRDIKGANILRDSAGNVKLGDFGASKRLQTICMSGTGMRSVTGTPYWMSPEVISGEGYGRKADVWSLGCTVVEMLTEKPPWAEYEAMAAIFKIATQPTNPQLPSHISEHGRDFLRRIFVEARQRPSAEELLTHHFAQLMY
pCIP destab – p/CIP-EGFP fusion destabilizers, primary screen, fluorescence, F442A cells. 16 h. Q05BA5. decrease of EGFP signal, % at 10 µM. 290,000 tested, 0.01% active;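 active = EGFP signal decrease of at least 30% at 10 µM or well 3 SD below plate mean, unless failing retest; inactive = the rest, including hits failing retest or dose response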; note: some compounds called inactive have numbers as strong as hits; many of its hits are not listed in these tables
HCV NS3 hel inh – inhibitors of HCV NS3 helicase, primary screen, biochemical, Cy5 molecular beacon fluorescence; Hepatitis C virus NS3 helicase; NS3 helicase DNA unwinding; inhibition, % at 10.9 µM; 290,000 tested, 0.56% active; AID 1800, 2009;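 active = inhibition above the mean of all tested compounds plus 3 SD, set per campaign, cut at about 35% in these data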;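 note: 0% = DMSO wells and 100% = thioflavine S control wells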
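test system = hepatitis C virus NS3 helicase domain fragment enzyme | reagent = annealed dual-labelled DNA beacon duplex, ATP-started | times = 1 h at 25 °C | detection = Cy5 fluorescence, 0 and 60 min reads | read-out basis = percent inhibition from t60/t0 fluorescence ratio | control set = DMSO and thioflavine S | replication = one well per compound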
IDE act – human IDE activators in live cells, primary screen, fluorescence polarization, HEK cells, FAbeta-B substrate. AID 493087, 2011. activation, % at 5.96 µM. 340,000 tested, 0.073% active. FAbeta-B cleavage; 0% vehicle, 100% cell-free pure enzyme wells;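 active = activation above the mean of all tested compounds plus 3 SD, set per screening campaign, cut at about 17% in these data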
VIM-2 inhibitor – VIM-2 metallo-beta-lactamase inhibitors, primary screen, biochemical, epi-absorbance readout, Pseudomonas aeruginosa enzyme | inhibition, % at 5.6 µM | 290,000 tested, 0.89% active | purified VIM-2, nitrocefin hydrolysis, epi-absorbance fluorescence;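 active = inhibition above the mean of all tested compounds plus 3 SD, cutoff set per screening run, cut at about 7.5% in these data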;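 note: red hydrolysis product quenches plate fluorescence so inhibitors raise well fluorescence; 0% = enzyme with DMSO and 100% = DMSO without enzyme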
* hit, by the source's call; . = not tested or not shown.

compound	IDE act	pCIP destab	HCV NS3 hel inh	IMP-1 inhibitor	FID counter	VIM-2 inhibitor	MEKK3 PB1 HTS	SUMO HTRF inh	PHOSPHO1 block
O=C(CSc1nnc(-c2cccc(F)c2)o1)N1CCCC1	3	-10	9	-2.3	-7	-2.3	101	5	22
CCCCC(=O)Nc1cccc(NC(=O)c2cccnc2Cl)c1	7	1	-18	-0.3	-3	0.1	84	-7	18
Cc1onc(-c2ccccc2)c1C(=O)NCC1CCCO1 (configuration not stated)	3	-6	-2	-2.0	-4	-2.8	103	12	12
COCCCN1C(=O)C(=O)/C(=C(/O)c2ccc(OCC(C)C)cc2C)C1c1cccnc1 (configuration not stated)	1	-6	-1	-0.6	-50	-1.1	104	-4	-4
CC(C)(C)C1(O)CC(C(F)(F)F)=NN1C(=O)Cc1ccc([N+](=O)[O-])cc1 (configuration not stated)	3	3	12	-0.6	-23	0.8	104	-10	-5
COc1ccc(-c2noc(CCC(=O)NCCCN3CCC(C)CC3)n2)cc1	5	7	2	-2.7	10	-0.2	98	15	11
COC(=O)C1CCN(Cc2cn(-c3ccccc3)nc2-c2ccc3c(c2)OCO3)CC1	2	-13	-6	-2.8	12	-2.6	100	17	25
COc1ccccc1Nc1ncnc2nc[nH]c12	2	4	1	-5.2	1	-2.8	104	4	-1
COC(=O)c1ccc(COc2ccc(C(C)(C)C)cc2)o1	1	-4	-5	-1.4	-22	-2.2	111	-20	46
Cc1ccc2[nH]c3c(c2c1)CCCC3C(N)=O (configuration not stated)	4	-1	-4	-1.4	-2	1.8	99	2	-3
CCC(CC)COC(=O)C1=C(C)NC(=O)NC1c1ccc2c(c1)OCO2 (configuration not stated)	-10	-2	-16	-3.1	-32	-2.0	101	-17	32
Cc1coc2cc3oc(=O)cc(C)c3cc12	2	-2	-3	-0.2	-9	3.2	101	20	-7
CCN(Cc1ccccc1)S(=O)(=O)c1ccc(C(=O)N(CCCN(C)C)c2nc3cc4c(cc3s2)OCO4)cc1	-11	-9	-43	-1.2	35	-1.7	107	-5	51
COc1ccc(-c2nnn(CCc3nn[nH]n3)n2)cc1	6	.	1	3.5	-4	0.6	108	.	.
CC1CCC(N2CCN(S(C)(=O)=O)CC2)CC1 (configuration not stated)	5	-5	-1	1.2	14	2.7	94	22	-12
CN(CC(=O)Nc1ccc(F)c(Cl)c1)S(=O)(=O)c1cccc2nsnc12	6	-6	1	0.4	6	-1.4	98	-28	-16
Cc1c(C(=O)O)[nH]c2c1C(=O)CC(c1ccc(Cl)cc1)C2 (configuration not stated)	2	-9	2	-4.1	-5	-5.5	91	-5	30
CC(C)CNC(=O)c1cccc(NC(=O)CCc2ccccc2)c1	3	-1	4	-2.0	-15	-1.3	99	-1	40
O=S(=O)(Nc1nccs1)c1ccc2c(c1)OCCO2	-6	-11	-3	-2.6	1	-2.4	88	6	14
Cc1ccccc1OCCC(=O)Nc1ccc(F)c(Cl)c1	-3	2	0	-2.7	2	-0.8	98	2	5
CCn1c(O)c(N=NC(=O)Cc2csc(N3CCOCC3)n2)c2ccccc21	5	8	-5	-2.7	-29	5.6	101	5	25
CCOc1c(C)cc(S(=O)(=O)NCc2cccnc2)c(C)c1C	6	10	-11	0.8	-3	0.5	99	-7	-24
Cc1ccc(-n2nc3cc(C)c(N)cc3n2)cc1	-4	-32	21	-1.8	0	-0.1	101	27	32
CCOc1ccc(NC(=O)COC(=O)c2c(OC)cccc2OC)cc1	5	-12	-7	-0.4	-14	-0.4	104	-6	-3
Cc1cccc(N(CC(N)=O)C2SC(=O)NC2=O)c1 (configuration not stated)	6	-3	4	-0.9	-3	0.8	81	18	-6
CCOc1ccc(-c2n[nH]c(=S)c3ccccc23)cc1	-3	-13	-8	-4.2	-13	-4.2	96	18	-20
CCOC(=O)c1c(C)[nH]c(C)c1C(=O)COC(=O)c1ccc(OC)cc1	4	5	-3	-3.7	-25	1.5	97	4	24
CCCN(CCC)CCSc1nc(O)c(C(C)C)c(=O)[nH]1	1	2	-10	-0.7	2	2.2	82	14	-5
CCOC(=O)c1cnc(SCC(=O)N2CCc3ccccc32)nc1N	2	-5	-2	-7.3	4	-5.0	91	-4	2
CCC1CCCCN1CCCCOc1cccc(Cl)c1 (configuration not stated)	4	1	-20	-1.5	9	-3.2	100	7	16
O=C(CN(C(=O)c1csnn1)c1ccccc1F)NCc1ccccc1	-1	-14	5	-1.1	-15	-5.2	99	-6	26
CCCOc1ccc(C2C(C(=O)OC)=C(C)N=C3SCCC(=O)N32)cc1OCC (configuration not stated)	6	7	-10	-2.1	-27	-2.2	.	-4	8
CCCCc1nc2cc(C(=O)N3CCN(c4nc(C)cnc4C)CC3)ccc2o1	-4	-2	-9	-1.7	-49	0.1	103	18	-2
CCc1c(C)sc(NC(=O)Cn2nc(C(F)(F)F)c3c2CCCC3)c1C#N	1	1	-3	-2.4	4	1.0	100	-16	40
O=C(CN1CCCC1)NCC(=O)Nc1ccc(F)cc1	3	0	-1	-4.6	5	-4.2	106	3	-16
Cc1cc(SCc2ccc(Cl)cc2Cl)nc(=O)[nH]1	8	-2	22	-1.3	-27	-3.1	98	1	30
O=C(CN1CCN(C(=O)c2ccco2)CC1)Nc1ccc2c(c1)OCO2	5	.	2	-1.4	-4	0.5	105	.	.
FC(F)(F)c1ccccc1CNCc1ccncc1	7	2	-12	-0.8	8	1.3	101	-4	18
CCO[C@H]1OC(C(=O)N2CCOCC2)=C[C@@H](C2CC2)[C@@H]1CCCO	6	-11	1	-2.7	-8	-0.7	105	15	22
Cc1cc(S(=O)(=O)N2CCOCC2)ccc1OCC(=O)Nc1ccccc1F	0	-6	4	-1.6	-13	-1.6	97	-2	26
CC(=O)Nc1ccc(NC(=O)CS(=O)(=O)Cc2ccccc2)cc1	-1	-6	4	0.2	-2	-2.2	104	13	43
O=c1[nH]cc(N2CCCCCC2)c(=O)[nH]1	2	-6	7	-3.5	-1	-2.4	100	3	13
CC(=O)N1CC[n+]2c(-c3ccc(Cl)cc3Cl)csc21	-6	-7	11	-1.8	-20	-1.8	87	-11	-15
CCCCNc1c(N2CCN(C(=O)OCC)CC2)c(=O)c1=O	3	-10	8	-3.2	-2	-4.7	108	20	-14
Nc1nnc(Cc2ccccc2)s1	3	-4	4	-1.8	0	-1.2	96	15	10
Cc1cc(C(=O)COc2ccccc2[N+](=O)[O-])c(C)n1-c1cccc(S(=O)(=O)N2CCOCC2)c1	-5	3	-1	-3.0	1	1.4	97	10	-4
CC(CC(=O)NCc1ccc(F)cc1)c1ccccc1 (configuration not stated)	-2	10	12	-1.3	-4	-1.9	98	-2	39
Cc1nn(CC(=O)N2N=C(C(F)F)CC2(O)C(F)F)c(C)c1[N+](=O)[O-] (configuration not stated)	-4	-6	2	-4.7	2	-1.9	102	9	-5
NC(=O)c1cnn2c(-c3cccc(C(F)(F)F)c3)ccnc12	.	-2	-1	-3.9	-5	1.0	84	20	27
CCOc1cc(/C=C(/C#N)C(=O)Nc2ccc(O)cc2)cc(Br)c1O	-58	-38	5	-0.8	4	0.7	103	-16	22
CC(=O)N[C@@H](Cc1c[nH]c2ccccc12)C(=O)NCCc1ccc(S(N)(=O)=O)cc1	1	-28	1	-2.9	-16	-0.1	98	20	-9
CCOC(=O)C1=C(C)C(c2ccccc2OC)NC(=S)N1 (configuration not stated)	6	1	-7	-3.5	-8	-2.4	101	-22	34
Cc1ccc(NC(=O)CN2C(=O)N/C(=C/c3ccc4c(c3)OCCO4)C2=O)cc1	4	0	1	-1.3	-10	-1.1	101	28	17
O=C1CN(C(=S)Nc2ccc(OC(F)F)cc2)CCN1	5	-2	-4	-1.1	0	2.6	84	15	-9
CCOC(=O)c1c(C)n(C)c2cc(Br)c(OC)cc12	2	-9	0	-3.0	-4	-2.0	99	-10	-9
O=C(Nc1ccccc1)c1ccc(S(=O)(=O)N(CCO)CCO)cc1	-3	8	-4	-2.2	2	1.6	103	1	7
O=C(NC1CCN(S(=O)(=O)c2ccc(F)cc2)CC1)C1CCCCC1	1	-10	9	-2.4	-16	-0.4	103	6	26
Cc1ccccc1NCC(=O)N/N=C/c1c[nH]c2ccccc12	1	6	-9	-0.4	21	-2.5	55	5	11
C(=N\Nc1nc2ccccc2[nH]1)/c1ccncc1	3	11	9	-5.2	0	-5.6	109	8	-10
NC(=O)CN1CCN(S(=O)(=O)c2ccc(Cl)cc2)CC1	5	25	0	-3.8	3	-2.8	102	8	-19

(more compounds)
compound	IDE act	pCIP destab	HCV NS3 hel inh	IMP-1 inhibitor	FID counter	VIM-2 inhibitor	MEKK3 PB1 HTS	SUMO HTRF inh	PHOSPHO1 block
CCN1C(=O)/C(=C2\SC(=S)N(NC(=O)c3cccnc3)C2=O)c2ccccc21	-3	4	-8	-2.1	-2	-1.8	102	6	5
COc1ccc(C(=O)N[C@H](C(=O)NCc2ccc(C)cc2)C(C)C)cc1	1	-16	1	-1.3	-20	-0.3	102	11	15
Cc1ccc(NC(=O)CC(=O)Nc2ccc(C)cc2C)c(C)c1	2	-3	5	-2.1	-21	-0.1	104	2	48
COc1ccc(C2(C)NC(=O)N(CC(=O)c3ccc4c(c3)OCO4)C2=O)cc1 (configuration not stated)	1	5	8	-3.2	-19	-2.9	102	7	48
CCNC(=S)Nc1scc(-c2ccccc2)c1C(=O)OCC	1	-6	-5	-2.2	-13	-1.2	98	-14	-18
Cc1nnc(SCC(=O)Nc2sccc2C(N)=O)n1Cc1ccccc1	1	2	9	-4.3	-8	-4.9	91	22	1
O=c1c2c([N+](=O)[O-])cc([N+](=O)[O-])cc2sn1Cc1ccccc1	-32	-8	17	-2.1	1	4.0	99	6	-12
CC(=O)Nc1ccc(S(=O)(=O)Nc2cc(C)c(-n3nc4ccccc4n3)cc2O)cc1	9	-3	-3	-5.0	-3	-4.1	88	2	11
COc1ccccc1NC(=O)C(CC(C)C)NC(=O)C1CCCCC1 (configuration not stated)	-1	-2	2	-4.5	-5	-4.4	94	8	5

A portion of the library; the hit share may differ from the screen's.
